# High-throughput results from PubChem.
# WT yeast gro inh: growth inhibition of WT yeast, mitochondrial fusion screen; mitochondrial fusion phenotypic screen, WT strain; inhibition, % at 10 µM; 2.1% of 190,000 active; in the data active = inhibition above about 58%; tested in S. cerevisiae
# T cell modulator: T cell immune modulators affecting CD8 T cell-vesicle binding. calls only at 7 µM. 2C CD8+ T cell-vesicle binding, flow cytometry; active compounds read low. AID 2052. 0.068% of 330,000 active;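 active = response, share of CD8 T cells binding vesicles, and their 90th percentile fluorescence all below set limits, cut at about 80% in these data, passing the limit was not always enough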
#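 Test system: purified 2C TCR transgenic mouse naive CD8+ T cells. Probe or stimulus: QL9-peptide-loaded Drosophila micro-vesicles bearing Ld, ICAM-1 and B7-1. Incubation: binding step 1.5 h, 37 °C, antibody labelling 20 min, ice. Measured by: flow cytometry of vesicle-bound cells.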
# M1AAP inhibition: P. falciparum M1AAP inhibitors, biochemical, fluorogenic H-Leu-NHMec substrate, 1536-well (AID 1445); recombinant M1AAP, H-Leu-NHMec fluorogenic kinetic assay; higher % means a stronger effect; one-dose inhibition, % at 30 µM; IC50 in µM for titrated hits; 0.42% of 220,000 active;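 active = primary inhibition above the hit cutoff, then over 50% inhibition at one or more dose response concentrations, cut at about 23% in these data, passing the limit was not always enough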;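 also: plate controls were DMSO full reaction for no effect and no enzyme background for full effect; strong numbers were not always called active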
# M17LAP inhibition: P. falciparum M17LAP inhibitors, primary screen, biochemical, fluorogenic H-Leu-NHMec substrate, 1536-well (AID 1619); inhibition, % at 30 µM, or IC50 in µM where a hit was titrated; 0.38% of 220,000 active; recombinant M17LAP, H-Leu-NHMec fluorogenic kinetic assay; higher % means a stronger effect;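 active = compound inhibiting the enzyme by more than half at any dose during confirmatory dose-response retesting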;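 also: plate controls were full reaction with DMSO carrier for no effect and no enzyme background for full effect; strong numbers were not always called active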
# Autophagy HCS: autophagy modulation, high-content screen | MEF GFP-LC3 puncta imaging; test concentration mostly 10 µM | calls only at 10 µM (by protocol) | 0.98% of 190,000 active;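 active = percentage of spot-positive cells more than 3 SD above its plate mean, without a fluorescence outlier flag or 80% toxicity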;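 also: spot-positive cell cutoff set from DMSO-treated cells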
# bCat nuc transl: alters nuclear translocation of beta-catenin in HeLa cells; immunofluorescence imaging; nuclear translocation activity, % at 5 µM; 0.3% of 190,000 active; AID 1665;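 active = nuclear translocation activity above 50% at 5 µM, with a well cell count of 50 or more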;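 also: per-cell ratio of nuclear to cytoplasmic median beta-catenin stain intensity; plate controls were DMSO negative control for no effect and GSK-3 inhibitor IX positive control for full effect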
#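 Signal – beta-catenin immunofluorescence imaging with DAPI · Test system – human HeLa cell line · Dosing – 5 µM primary single dose, 0.1% DMSO, 0.02–20 µM confirmation series · Measure – % activation, nuclear-to-cytoplasmic median beta-catenin signal ratio per cell · Incubation – 24 h compound exposure at 37°C, 5% CO2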
# Dynein cargo inh: blocks dynein driven cargo transport along microtubules | 3617.4 mouse cells, GR-EGFP nuclear translocation imaging; test concentration mostly 20 µM; stimulated with dexamethasone, 1 µM; active compounds read low | z-score, hits read low | AID 1381 | 0.47% of 220,000 active;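 active = plate z-score of nuclear minus cytoplasmic receptor signal below a set negative limit, without overly bright fluorescence or cell loss, cut at about -3.5 in these data, passing the limit was not always enough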;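 also: z-score of nuclear minus cytoplasmic ring GR-EGFP intensity difference per well; some compounds called inactive have numbers as strong as hits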
#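 Also added: dexamethasone, 1.0 µM final. Medium: tet-free, stripped-serum medium. Detection: fixed, Hoechst-stained cells imaged at 10x for EGFP. Read-out: nuclear-to-cytoplasmic GR-EGFP distribution per well. Times: induction 48 h, compound 1 h, agonist 30 min.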
# MT stabilizer: stabilizes microtubules in HeLa cells; HeLa tubulin immunostaining HCS, 24 h; share of cells brighter than vehicle mean+2SD; % tubulin-high responders, % at 10 µM; 0.83% of 200,000 active; AID 2205;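 active = plate Z-score above 3 for both tubulin-high and condensed-nucleus cell shares, with cell loss under 80%, at 10 µM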;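 also: anti alpha tubulin signal scored within the nucleus-defined area of each cell; some results filed as inactive read as strong as hits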
# Yfh1-off respiration: enhancers of respiration in Yfh1-depleted yeast, dose response, Friedreich's ataxia, plus single-dose screen (AID 1465) | S. cerevisiae Yfh1-off respiration, WST-1 reduction, 72 h; higher fold induction means a stronger effect | fold induction at 50 µM; hits with a dose series show EC50 in µM | 0.074% of 220,000 active;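 active = fold induction of absorbance versus untreated yeast above a set limit, then at least 30% activation at any dose in follow-up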;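 also: activators that raise dye reduction in frataxin-depleted yeast; strong numbers were not always called active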
# WT yeast gro inh mutant strain: recorded beside WT yeast gro inh, whose call it bears; inhibition, %; mitochondrial fusion phenotypic screen, mutant strain inhibition
# Dynein cargo inh cytoplasmic EGFP: recorded beside Dynein cargo inh, whose call it bears; z-score; measured here: cytoplasmic GR-EGFP intensity; active compounds read high
# Dynein cargo inh nuclear GR-EGFP: also measured in Dynein cargo inh; calls as there; z-score; measured here: nuclear GR-EGFP intensity;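 lower value marks the stronger effect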
# Dynein cargo inh cell count: second read-out of Dynein cargo inh, no call of its own (marks repeat the call); z-score; measured here: cell count per field
# bCat nuc transl cell count 5 µM: recorded beside bCat nuc transl, whose call it bears; cell count; measured here: cell count, cytotoxicity flag
# T cell modulator vesicle-bound %: also measured in T cell modulator; calls as there; double positive events, %; measured here: CD8+ vesicle-bound cell fraction;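 binding gate set so that unloaded-vesicle control wells show 10% double positive cells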
# MT stabilizer Hoechst-high %: further read-out of MT stabilizer, marked with its call; % Hoechst-high responders; measured here: nuclear condensation Hoechst responders;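 share of cells brighter than vehicle mean plus two SD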
# MT stabilizer cytotoxicity %: also measured in MT stabilizer; calls as there; toxicity, %; measured here: cytotoxicity by cell density;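 0% = mean cell density of plate MIN control wells and 100% = no cells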
# Autophagy HCS cell loss 18 h: further read-out of Autophagy HCS, marked with its call; toxicity, %; measured here: cell loss, nuclei count;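 cell loss after 18 h compound exposure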
# The depositor's hits bear a star; i = inactive; / = not tested or not shown.
SMILES,WT yeast gro inh,WT yeast gro inh mutant strain,T cell modulator,T cell modulator vesicle-bound %,M1AAP inhibition,M17LAP inhibition,Autophagy HCS,Autophagy HCS cell loss 18 h,bCat nuc transl,bCat nuc transl cell count 5 µM,Dynein cargo inh,Dynein cargo inh cytoplasmic EGFP,Dynein cargo inh nuclear GR-EGFP,Dynein cargo inh cell count,MT stabilizer,MT stabilizer Hoechst-high %,MT stabilizer cytotoxicity %,Yfh1-off respiration
O=C(c1noc2c1CCCC2)N1CCN(C(c2ccccc2)c2ccccc2)CC1,-13.8,-5.4,/,/,-3.4%,-10.1%,i,18.2,/,/,0.913,-0.265,1.35,-0.351,3.6,2.2,4.0,i
COc1ccc(OCCn2cncn2)cc1,-4.3,17.3,i,40.9,-5.8%,10.0%,i,-1.9,/,/,-0.492,-0.18,-0.3,0.149,3.4,2.1,2.2,i
CCCSc1nc2c(c(=O)n(C)c(=O)n2C)n1Cc1ccc(C)cc1,10.2,-12.9,i,31.5,3.6%,6.0%,i,12.6,-1.1,892,0.489,-0.186,0.646,0.0873,4.1,1.6,11.6,i
Cc1oc(-c2ccccc2Cl)nc1CN1CCCN(C(=O)c2ccco2)CC1,-10.8,-15.9,i,49.7,15.9%,2.7%,i,-11.9,0.4,927,0.909,-0.0349,0.755,-1.5,2.9,2.0,2.2,i
CCc1nc2cc3sc(CC)nc3cc2s1,7.4,4.5,i,36.9,3.8%,-0.2%,i,-32.5,1.4,1083,-0.205,-0.309,0.00972,0.437,2.9,1.6,3.7,i
Cc1c(NC(=O)COC(=O)/C=C/c2ccc(Cl)cc2)c(=O)n(-c2ccccc2)n1C,-7.2,-8.0,i,23.4,1.6%,7.7%,i,-5.6,-3.4,1118,-0.736,-0.322,-0.464,0.954,5.4,2.8,5.4,i
CCCC(=O)Nc1ccc(C(=O)NCCCn2ccnc2)cc1,4.4,-35.3,i,11.9,12.0%,-6.8%,i,1.1,/,/,1.4,-0.1,0.724,-1.16,4.8,2.0,4.4,i
Cc1cc2c(N)cccc2nn1,21.1,19.4,i,51.0,2.6%,6.9%,i,-40.6,0.3,883,-0.784,-0.319,0.255,0.566,2.7,2.2,3.9,i
CCN1CCN(C(=O)/C=C/c2ccc(C)o2)CC1,-8.2,1.0,i,43.1,1.1%,0.9%,i,-5.3,-0.4,1147,-1.04,-0.229,-0.707,0.581,2.3,3.5,8.2,i
CCOC(=O)c1sc(NC(=O)CSc2nccc(C)n2)nc1C,0.6,-11.5,i,31.2,13.8%,9.2%,i,-3.9,0.9,1465,-0.433,-0.248,-0.599,0.977,1.9,3.0,3.3,i
CN1CCN(CP(=O)(N2CCOCC2)N2CCOCC2)CC1,-8.0,-10.7,i,58.0,1.5%,-3.7%,i,-7.7,-4.6,872,-0.329,-0.207,0.00964,0.286,2.0,1.9,5.2,i
CCn1c(SCC(=O)Nc2ccccc2)nnc1C1CCCCC1,-0.2,-13.2,i,53.4,-1.5%,5.2%,i,-1.7,1.3,1078,0.603,-0.17,0.0151,-0.519,4.3,1.9,7.4,i
Cc1cccc(-c2onc3ccc(C4(C)OCCO4)cc23)c1,15.2,31.2,i,20.5,11.1%,5.7%,i,-7.3,16.1,980,-1.08,0.27,-0.299,0.657,0.8,1.4,5.8,/
CCOC(=O)/C=c1\s/c(=C(\C#N)C(=O)OCC)n(-c2ccccc2)c1=O,5.3,12.1,i,46.6,2.3%,-1.8%,i,40.2,-3.6,1281,0.34,2.47,0.384,0.502,2.8,3.3,18.4,i
CCCc1[nH]n(-c2ccc([N+](=O)[O-])cc2)c(=O)c1C=NCCc1c[nH]c2ccccc12,-9.7,-6.4,i,39.8,-1.0%,-4.0%,i,9.3,1.4,907,-0.313,0.16,-0.245,0.815,2.8,1.5,9.8,i
CCN(CC)C(=S)SCC(=O)c1ccc(Br)cc1,31.5,10.5,i,55.5,3.3%,-0.6%,i,-2.4,-3.5,541,0.498,-0.189,1.56,-0.908,3.5,2.8,7.1,i
C(=N\n1cnnc1)/c1cn(-c2cccs2)nc1-c1ccccc1,-6.8,-13.8,i,23.2,8.4%,2.9%,i,-13.6,0.5,789,-0.906,-0.316,-1.05,0.549,4.8,3.5,11.2,i
Cc1cc(Nc2cccc(Cl)c2C)n2ncnc2n1,9.0,3.5,i,41.4,3.7%,-3.8%,i,14.4,0.9,570,-0.567,-0.294,0.307,0.657,3.5,1.6,3.6,/
Cc1c(O)ccc(/C(Cc2ccc3ccccc3n2)=N\O)c1O,-8.9,4.5,i,25.4,5.4%,-15.1%,i,22.4,-0.3,1278,-0.674,-0.177,0.319,0.202,2.1,1.2,1.7,i
CCOc1cc(CNCCc2ccc(S(N)(=O)=O)cc2)ccc1OCc1ccccc1,-10.9,-8.3,i,29.3,-0.2%,4.7%,i,-17.4,4.6,1330,0.626,-0.194,1.15,-0.999,2.6,2.0,7.3,i
Cc1nc2cc(NC(=O)Nc3ccc(N4CCOCC4)cc3)ccc2n1C,-11.2,-3.9,i,12.8,7.3%,0.7%,i,8.1,/,/,-0.0688,0.11,-0.0268,0.823,2.4,1.9,5.9,i
Cc1ccc(NC(=O)Cn2c(=O)cnc3ccccc32)cc1S(=O)(=O)N(C)C,1.7,-7.2,i,50.1,1.6%,7.4%,i,-15.3,6.4,951,-0.718,0.118,-0.608,0.333,1.8,1.1,7.6,i
Cn1cnnc1SCNC(=O)C(F)(F)F,-3.5,2.9,i,21.3,0.9%,2.8%,i,-0.5,/,/,-0.639,-0.28,-0.00156,0.95,2.3,2.7,12.9,i
Cc1ccc(S(=O)(=O)N2CCN(c3ccc([N+](=O)[O-])cn3)CC2)cc1,/,/,i,33.6,9.4%,-4.7%,/,/,0.1,1250,0.133,-0.294,0.0294,0.246,/,/,/,i
COc1ccc2c(c1)c(C(=O)CNc1nc(C)cs1)c(C)n2C,3.0,2.5,i,33.3,16.7%,5.0%,i,9.4,-0.3,876,-1.19,-0.115,-0.61,0.177,3.5,1.2,1.7,i
CCOC(=O)c1nnn(-c2nonc2-n2cccc2)c1C,-18.7,-14.6,i,49.0,8.1%,1.7%,i,1.9,0.1,1204,-0.0504,-0.169,0.183,0.462,3.1,2.3,4.7,i
CN(c1ccccc1C(=O)N1CCc2ccccc2C1)S(C)(=O)=O,5.3,-1.2,i,22.4,2.4%,8.9%,i,-0.4,-3.9,1204,0.302,-0.117,0.152,-0.0398,2.4,1.4,8.2,i
CCN(CC)C(=O)/C(=C\c1ccncc1)NC(=O)c1ccccc1,-2.4,-12.7,i,61.5,/,/,i,-16.3,-0.6,989,-0.164,-0.346,0.282,0.822,2.2,1.5,4.1,i
CCN(CC)C(=O)COn1c(SCC(=O)N(CC)CC)nc2ccccc2c1=O,-2.2,4.8,i,7.5,7.8%,13.4%,i,10.3,-0.5,1180,0.856,-0.152,0.74,0.826,3.5,1.5,2.1,i

# Structures above with a halogen, in the order listed:
SMILES,WT yeast gro inh,WT yeast gro inh mutant strain,T cell modulator,T cell modulator vesicle-bound %,M1AAP inhibition,M17LAP inhibition,Autophagy HCS,Autophagy HCS cell loss 18 h,bCat nuc transl,bCat nuc transl cell count 5 µM,Dynein cargo inh,Dynein cargo inh cytoplasmic EGFP,Dynein cargo inh nuclear GR-EGFP,Dynein cargo inh cell count,MT stabilizer,MT stabilizer Hoechst-high %,MT stabilizer cytotoxicity %,Yfh1-off respiration
Cc1oc(-c2ccccc2Cl)nc1CN1CCCN(C(=O)c2ccco2)CC1,-10.8,-15.9,i,49.7,15.9%,2.7%,i,-11.9,0.4,927,0.909,-0.0349,0.755,-1.5,2.9,2.0,2.2,i
Cc1c(NC(=O)COC(=O)/C=C/c2ccc(Cl)cc2)c(=O)n(-c2ccccc2)n1C,-7.2,-8.0,i,23.4,1.6%,7.7%,i,-5.6,-3.4,1118,-0.736,-0.322,-0.464,0.954,5.4,2.8,5.4,i
CCN(CC)C(=S)SCC(=O)c1ccc(Br)cc1,31.5,10.5,i,55.5,3.3%,-0.6%,i,-2.4,-3.5,541,0.498,-0.189,1.56,-0.908,3.5,2.8,7.1,i
Cc1cc(Nc2cccc(Cl)c2C)n2ncnc2n1,9.0,3.5,i,41.4,3.7%,-3.8%,i,14.4,0.9,570,-0.567,-0.294,0.307,0.657,3.5,1.6,3.6,/
Cn1cnnc1SCNC(=O)C(F)(F)F,-3.5,2.9,i,21.3,0.9%,2.8%,i,-0.5,/,/,-0.639,-0.28,-0.00156,0.95,2.3,2.7,12.9,i
